High-throughput results (PubChem)
GalR3 antagonist = antagonists of human GalR3; O60755; HEK293 GalR3-CNG cAMP membrane potential fluorescence; galR3 body fused to GalR1 C-terminus; inhibition, % at 3 µM; hit rate 0.44% among 360,000; AID 651719;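 active = inhibition above the screen-wide average plus 3 SD, cut at about 13% in these data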;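 note: forskolin and galanin both at EC90 stimulate the cells; cAMP rise reported by CNG channel membrane potential dye signal; 0% = forskolin plus galanin with DMSO and 100% = forskolin alone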
VIM-2 inhibitor = blocks Pseudomonas aeruginosa VIM-2 metallo-beta-lactamase; hit rate 0.89% among 290,000; purified VIM-2, nitrocefin hydrolysis, epi-absorbance fluorescence; inhibition, % at 5.6 µM;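 active = inhibition above the mean of all tested compounds plus 3 SD, cutoff set per screening run, cut at about 7.5% in these data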;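 note: red hydrolysis product quenches plate fluorescence so inhibitors raise well fluorescence; 0% = enzyme with DMSO and 100% = DMSO without enzyme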
CRFBP-R2 block = antagonists of CRF-binding protein/CRF-R2 receptor complex | HEK293 CRF-R2/CRF-BP, CRF-induced calcium fluorescence | inhibition, % at 11.8 µM | hit rate 0.59% among 350,000 | AID 588475;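 active = inhibition of the ligand-induced calcium signal above about 50% at the single tested concentration, limit read from the data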
IDE cell activ = activators of human insulin-degrading enzyme in cells. HEK cells, FAbeta-B cleavage, fluorescence polarization; 0% vehicle, 100% cell-free pure enzyme wells. activation, % at 5.96 µM. P14735. hit rate 0.073% among 340,000;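 active = activation above the mean of all tested compounds plus 3 SD, set per screening campaign, cut at about 17% in these data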
p-CIP stab down = p/CIP protein destabilization; F442A p/CIP-EGFP cells, EGFP fluorescence, 16 h; decrease of EGFP signal, % at 10 µM; hit rate 0.01% among 290,000;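 active = EGFP signal decrease of at least 30% at 10 µM or well 3 SD below plate mean, unless failing retest; inactive = the rest, including hits failing retest or dose response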; note: some compounds called inactive have numbers as strong as hits; many of its hits are not listed in these tables
Target sequence (Q05BA5 1-1403): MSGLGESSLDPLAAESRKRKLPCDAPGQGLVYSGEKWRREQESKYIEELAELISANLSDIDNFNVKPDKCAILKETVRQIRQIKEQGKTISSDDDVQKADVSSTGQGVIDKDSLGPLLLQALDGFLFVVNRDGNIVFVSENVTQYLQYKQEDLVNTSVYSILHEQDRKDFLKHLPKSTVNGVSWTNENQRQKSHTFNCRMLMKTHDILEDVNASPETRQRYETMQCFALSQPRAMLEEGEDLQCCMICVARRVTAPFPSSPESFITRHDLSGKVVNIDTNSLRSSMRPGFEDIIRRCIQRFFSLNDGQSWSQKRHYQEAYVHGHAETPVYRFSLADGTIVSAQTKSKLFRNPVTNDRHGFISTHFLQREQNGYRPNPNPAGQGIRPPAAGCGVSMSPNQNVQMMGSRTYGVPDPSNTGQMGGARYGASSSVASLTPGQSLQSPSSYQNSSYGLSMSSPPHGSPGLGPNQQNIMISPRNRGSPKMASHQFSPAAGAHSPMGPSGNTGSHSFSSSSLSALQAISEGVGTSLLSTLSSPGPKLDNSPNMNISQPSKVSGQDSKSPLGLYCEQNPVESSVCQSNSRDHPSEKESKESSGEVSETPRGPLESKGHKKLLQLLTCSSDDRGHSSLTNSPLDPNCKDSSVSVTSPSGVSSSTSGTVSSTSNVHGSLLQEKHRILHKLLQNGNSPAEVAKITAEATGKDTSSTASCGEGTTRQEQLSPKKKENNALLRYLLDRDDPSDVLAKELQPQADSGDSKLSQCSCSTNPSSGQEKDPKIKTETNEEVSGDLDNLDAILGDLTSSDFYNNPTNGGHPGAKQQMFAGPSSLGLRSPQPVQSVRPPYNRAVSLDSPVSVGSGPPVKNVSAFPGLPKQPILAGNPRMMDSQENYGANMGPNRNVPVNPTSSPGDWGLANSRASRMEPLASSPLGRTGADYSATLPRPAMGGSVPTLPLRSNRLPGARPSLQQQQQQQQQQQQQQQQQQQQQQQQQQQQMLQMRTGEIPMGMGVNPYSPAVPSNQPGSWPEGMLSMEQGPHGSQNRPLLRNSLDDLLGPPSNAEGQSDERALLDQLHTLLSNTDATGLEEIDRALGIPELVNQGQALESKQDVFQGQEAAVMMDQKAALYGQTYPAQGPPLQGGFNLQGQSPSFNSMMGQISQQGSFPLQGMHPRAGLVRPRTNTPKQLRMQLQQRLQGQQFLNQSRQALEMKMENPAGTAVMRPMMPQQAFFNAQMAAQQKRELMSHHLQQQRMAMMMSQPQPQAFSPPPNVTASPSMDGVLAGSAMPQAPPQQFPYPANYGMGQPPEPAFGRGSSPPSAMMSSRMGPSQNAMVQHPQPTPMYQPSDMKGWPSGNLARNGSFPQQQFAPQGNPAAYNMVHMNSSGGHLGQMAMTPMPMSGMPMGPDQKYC
IDE inh = inhibits human insulin-degrading enzyme in HEK cells; hit rate 0.41% among 320,000; FAbetaB cleavage, fluorescence polarization; inhibition, % at 5.59 µM;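 active = percent inhibition above the average of all tested compounds plus 3 SD, set per screening campaign, cut at about 16% in these data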;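 note: IDE supplied by intact live HEK cells; FP after avidin binding of uncleaved biotin substrate so inhibition keeps polarization high; 0% = DMSO wells and 100% = 60 µM reference IDE inhibitor Ii1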
IMP-1 inh = blocks Pseudomonas aeruginosa IMP-1 metallo-beta-lactamase; AID 1556; hit rate 0.45% among 290,000; purified IMP-1, nitrocefin hydrolysis, epi-absorbance fluorescence; inhibition, % at 5.6 µM;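 active = inhibition above the mean plus 3 SD of all compounds in the same screening run, cut at about 4.5% in these data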;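 note: 0% = IMP-1 with DMSO and 100% = DMSO wells lacking enzyme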
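Test system: recombinant IMP-1 enzyme, purified / Medium: HEPES buffer pH 7.1 with ZnSO4 and Brij 35 / Doses: single dose, 5.6 µM / Times: 25 °C, 15 min preincubation, 25 min reaction / Detection: Epi-absorbance via hydrolysed-nitrocefin quenching of white-plate fluorescence, 480/530 nm, EDTA stop / Evaluation: percent inhibition from optical density relative to buffer-blank wells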
SUMO HTRF inh = inhibitors of human SUMOylation (UBC9). AID 2006. P63279. inhibition, % at 35 µM. HTRF SUMOylation assay, SAE1/SAE2 + UBC9, in vitro. hit rate 0.36% among 290,000; in the data active = inhibition above about 50%, passing the limit was not always enough; note: strong numbers were not always called active
NS3 helicase inh = blocks Hepatitis C virus NS3 helicase unwinding; NS3 helicase DNA unwinding, Cy5 molecular beacon fluorescence; inhibition, % at 10.9 µM; hit rate 0.56% among 290,000;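 active = inhibition above the mean of all tested compounds plus 3 SD, set per campaign, cut at about 35% in these data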;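 note: 0% = DMSO wells and 100% = thioflavine S control wells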
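Measured by: Cy5 fluorescence, 0 and 60 min reads / Assay system: NS3 helicase fragment of HCV / Control set: low DMSO, high thioflavine S at 110 µM / Times: 1 h reaction at 25 °C, ATP-initiated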
Active calls of the source: *. Rows are unselected; 3.2% or so of the library scored in one or more.

`C=CCn1c(=O)c(C(=O)Nc2ncccc2O)c(O)c2ccccc21` gave GalR3 antagonist -12, VIM-2 inhibitor -2.5, CRFBP-R2 block -23, IDE cell activ -5, p-CIP stab down 5, IMP-1 inh -5.5, SUMO HTRF inh 30 and NS3 helicase inh 34.
`O=C(NC12CC3CC(CC(C3)C1)C2)c1ccc(-c2ccccc2Cl)o1` gave GalR3 antagonist 1, VIM-2 inhibitor -4.9, CRFBP-R2 block 10, IDE cell activ 2, p-CIP stab down -17, IDE inh -7, IMP-1 inh -3.2, SUMO HTRF inh 14 and NS3 helicase inh 1.
Screening Cc1nn(C)c(Oc2cccc(Cl)c2)c1C(=O)Nc1ccc(F)cc1F returned GalR3 antagonist -5, VIM-2 inhibitor 1.3, CRFBP-R2 block 14, IDE cell activ 6, p-CIP stab down -11, IDE inh 7, IMP-1 inh -0.3, SUMO HTRF inh 8 and NS3 helicase inh -6.
COc1cccc(CC(=O)NC2CCSc3ccccc32)c1 (centres undefined) was read as GalR3 antagonist -10, VIM-2 inhibitor -1.8, CRFBP-R2 block -2, IDE cell activ 3, p-CIP stab down 1, IDE inh 4, IMP-1 inh -2.3, SUMO HTRF inh -1 and NS3 helicase inh -2.
For CCOc1ccc(CCNC(=O)c2cc3sccc3n2CC)cc1OCC the results were GalR3 antagonist -2, VIM-2 inhibitor -4.0, CRFBP-R2 block 16, IDE cell activ 2, p-CIP stab down -27, IDE inh 0, IMP-1 inh -6.5, SUMO HTRF inh 0 and NS3 helicase inh -4.
`COc1cccc(NC(=O)CSC2=C(C#N)C(c3ccco3)C3=C(CCCC3=O)N2)c1` (centres undefined) gave GalR3 antagonist -5, VIM-2 inhibitor -3.2, CRFBP-R2 block -8, IDE cell activ 2, p-CIP stab down -4, IDE inh -4, IMP-1 inh 1.7, SUMO HTRF inh 6 and NS3 helicase inh -5.
Screening N#Cc1cnn2c(-c3ccccc3)ccnc12 returned GalR3 antagonist -6, VIM-2 inhibitor -3.6, CRFBP-R2 block 20, IDE cell activ -1, p-CIP stab down -6, IDE inh 5, IMP-1 inh -4.2, SUMO HTRF inh 50* and NS3 helicase inh -2.
For Cc1nc(CC(=O)N2CCN(c3cccc(C)c3C)CC2)cs1 the results were GalR3 antagonist 0, VIM-2 inhibitor -0.8, CRFBP-R2 block -7, IDE cell activ -2, p-CIP stab down -1, IDE inh 8, IMP-1 inh -2.5, SUMO HTRF inh 20 and NS3 helicase inh 4.
Cc1ccc(OCC(=O)N[C@@H](C)c2nnc3ccccn23)cc1C was read as GalR3 antagonist -10, VIM-2 inhibitor 0.2, CRFBP-R2 block 0, IDE cell activ 1, p-CIP stab down 18, IDE inh -5, IMP-1 inh -2.4, SUMO HTRF inh 6 and NS3 helicase inh 8.
Cc1csc2nc(O)c(C(=O)NC3CCCCC3C)c(=O)n12 (centres undefined) was read as GalR3 antagonist -2, CRFBP-R2 block -11, IDE cell activ 2 and IDE inh -1.
Screening COc1ccc2nc(C)cc(N3CC(C)OC(C)C3)c2c1 (centres undefined) returned GalR3 antagonist -4, VIM-2 inhibitor 2.7, CRFBP-R2 block -32, IDE cell activ -3, p-CIP stab down -27, IDE inh -5, IMP-1 inh 0.7, SUMO HTRF inh -7 and NS3 helicase inh -3.
`CC1CC(C)(C)CC2(C1)NC(=O)N(CC(=O)Nc1ccc3[nH]c(=O)[nH]c3c1)C2=O` (centres undefined) gave GalR3 antagonist -5, CRFBP-R2 block -1, IDE cell activ 4 and IDE inh -2.
For COc1ccc(CC(=O)NCCC(C)C)cc1S(=O)(=O)N1CCOCC1 the results were GalR3 antagonist -2, VIM-2 inhibitor -0.3, CRFBP-R2 block 9, IDE cell activ 3, p-CIP stab down 0, IDE inh 3, IMP-1 inh -2.0, SUMO HTRF inh 3 and NS3 helicase inh -3.
Screening CC(C)(C)OC(=O)NNC(=O)Nc1ccccc1C(F)(F)F returned GalR3 antagonist 2, VIM-2 inhibitor -1.0, CRFBP-R2 block -1, IDE cell activ 9, p-CIP stab down 0, IDE inh 1, IMP-1 inh -2.2, SUMO HTRF inh 8 and NS3 helicase inh 12.
`CCN(CC)CC(=O)N(CC(=O)Nc1c(C)cc(C)cc1C)C1CCCCC1` gave GalR3 antagonist -1, VIM-2 inhibitor -3.8, CRFBP-R2 block -7, IDE cell activ 8, p-CIP stab down -23, IDE inh 2, IMP-1 inh -3.5, SUMO HTRF inh 16 and NS3 helicase inh -9.
Screening CCN(Cc1ccccc1)Cc1cc(OC)cc(OC)c1 returned GalR3 antagonist -4, VIM-2 inhibitor 1.8, CRFBP-R2 block 11, IDE cell activ 2, p-CIP stab down -15, IDE inh 0, IMP-1 inh -3.4, SUMO HTRF inh 1 and NS3 helicase inh -13.
`Cc1cccc(C)c1NC(=O)CSCc1cccc(CSCC(=O)Nc2c(C)cccc2C)n1` gave GalR3 antagonist -2, VIM-2 inhibitor -0.9, CRFBP-R2 block -2, IDE cell activ 5, p-CIP stab down -11, IDE inh 3, IMP-1 inh -2.1, SUMO HTRF inh -6 and NS3 helicase inh -6.
`CCOc1ccc(-n2cc(-c3ccccc3)c3c(=O)[nH]cnc32)cc1` gave GalR3 antagonist -7, VIM-2 inhibitor -0.2, CRFBP-R2 block 36, IDE cell activ 5, p-CIP stab down 5, IDE inh -3, IMP-1 inh -0.1, SUMO HTRF inh -1 and NS3 helicase inh -3.
`CCN(CC(=O)Nc1ccccc1OC)C(=O)c1ccc(N(C)S(=O)(=O)c2ccc(C)cc2)cc1` gave GalR3 antagonist -4, CRFBP-R2 block 5, IDE cell activ 4 and IDE inh 1.
`CCOC(=O)c1c(N)sc2c1CCS(=O)(=O)C2` gave GalR3 antagonist -3, VIM-2 inhibitor -4.6, CRFBP-R2 block 18, IDE cell activ 3, p-CIP stab down -5, IDE inh -1, IMP-1 inh -3.9, SUMO HTRF inh 21 and NS3 helicase inh 4.
For COc1ccc(-n2cnc3cc(N)ccc32)cc1 the results were GalR3 antagonist -6, VIM-2 inhibitor -2.0, CRFBP-R2 block 21, IDE cell activ 8, p-CIP stab down 2, IDE inh -4, IMP-1 inh -2.9, SUMO HTRF inh 4 and NS3 helicase inh -1.
O=C(c1ccoc1)N1CCC2(CCCN(Cc3ccc(F)c(F)c3)C2)C1 (centres undefined) was read as GalR3 antagonist -2, VIM-2 inhibitor -0.8, CRFBP-R2 block -2, IDE cell activ -3, p-CIP stab down -10, IMP-1 inh -4.6, SUMO HTRF inh 1 and NS3 helicase inh 8.
COc1ccc(CNc2nc3nc(C)cc(C)n3n2)cc1OC was read as GalR3 antagonist -6, VIM-2 inhibitor -1.1, CRFBP-R2 block -5, IDE cell activ 5, p-CIP stab down 6, IDE inh 1, IMP-1 inh -3.1, SUMO HTRF inh 3 and NS3 helicase inh 8.
For CC(=O)Nc1ccc(NC(=O)C2CC(=O)N=C(N)S2)cc1 (centres undefined) the results were GalR3 antagonist -3, VIM-2 inhibitor -5.9, CRFBP-R2 block 3, IDE cell activ 1, p-CIP stab down -10, IDE inh -1, IMP-1 inh -5.3, SUMO HTRF inh 14 and NS3 helicase inh 6.
`O=C(CSc1nnc(Cc2cccs2)n1C1CCCCC1)N1CCN(C(=O)c2ccco2)CC1` gave GalR3 antagonist -3, VIM-2 inhibitor -0.1, CRFBP-R2 block 9, IDE cell activ 3, p-CIP stab down -2, IDE inh 0, IMP-1 inh 0.8, SUMO HTRF inh 22 and NS3 helicase inh -6.
`CC12CCC(C(=O)N3CCCc4ccccc43)(OC1=O)C2(C)C` (centres undefined) gave GalR3 antagonist 2, VIM-2 inhibitor -3.7, CRFBP-R2 block -7, IDE cell activ 3, p-CIP stab down 6, IDE inh 0, IMP-1 inh -4.1, SUMO HTRF inh -1 and NS3 helicase inh -3.
`c1ccc(OCc2nnc(-c3ccccc3)o2)cc1` gave GalR3 antagonist -3, VIM-2 inhibitor 0.1, CRFBP-R2 block 5, IDE cell activ 3, p-CIP stab down -2, IDE inh 6, IMP-1 inh -3.6, SUMO HTRF inh 4 and NS3 helicase inh -6.
For COc1cc2c(cc1OC)C(c1cccc(OC)c1OC)CC(=O)N2 (centres undefined) the results were GalR3 antagonist 6, VIM-2 inhibitor 0.5, CRFBP-R2 block -7, IDE cell activ 4, p-CIP stab down -6, IDE inh -4, IMP-1 inh 0.1, SUMO HTRF inh -15 and NS3 helicase inh -4.
C=CCOC(=O)C1=C(C)NC(=O)NC1c1ccc(OC(=O)c2ccco2)c(OC)c1 (centres undefined) was read as GalR3 antagonist -4, VIM-2 inhibitor -0.6, CRFBP-R2 block 10, IDE cell activ -8, p-CIP stab down -7, IDE inh 7, IMP-1 inh -0.3, SUMO HTRF inh 12 and NS3 helicase inh 7.
CN(CC(=O)Nc1cccc(S(=O)(=O)N2CCCC2)c1)CC(=O)Nc1ccc(Cl)c(C(F)(F)F)c1 was read as GalR3 antagonist -2, CRFBP-R2 block -9, IDE cell activ 0 and IDE inh 4.

Filtered by structure: the compounds so far with a CF3 group
Screening CC(C)(C)OC(=O)NNC(=O)Nc1ccccc1C(F)(F)F returned GalR3 antagonist 2, VIM-2 inhibitor -1.0, CRFBP-R2 block -1, IDE cell activ 9, p-CIP stab down 0, IDE inh 1, IMP-1 inh -2.2, SUMO HTRF inh 8 and NS3 helicase inh 12.
CN(CC(=O)Nc1cccc(S(=O)(=O)N2CCCC2)c1)CC(=O)Nc1ccc(Cl)c(C(F)(F)F)c1 was read as GalR3 antagonist -2, CRFBP-R2 block -9, IDE cell activ 0 and IDE inh 4.

(continued)
`COc1ccccc1C(=O)NC(=O)COC(=O)c1ccc(Cl)nc1` gave GalR3 antagonist -3, CRFBP-R2 block -4, IDE cell activ 3 and IDE inh 1.
For CCOc1ccc(NC(=O)N(CCC(C)C)C(C)c2ccco2)cc1 (centres undefined) the results were GalR3 antagonist 1, VIM-2 inhibitor -0.8, CRFBP-R2 block -3, IDE cell activ 1, p-CIP stab down -33, IDE inh 3, IMP-1 inh -1.3, SUMO HTRF inh 14 and NS3 helicase inh -11.
`C=CCn1c(=S)[nH]c2sccc2c1=O` gave GalR3 antagonist 5, VIM-2 inhibitor -0.2, CRFBP-R2 block -8, IDE cell activ 7, p-CIP stab down 14, IDE inh -3, IMP-1 inh -2.2, SUMO HTRF inh 5 and NS3 helicase inh 2.
For COc1cc2c(cc1OC)C(=S)NC(C)(C)C2 the results were GalR3 antagonist -10, VIM-2 inhibitor 0.0, CRFBP-R2 block 11, IDE cell activ 1, p-CIP stab down -11, IDE inh -1, IMP-1 inh -0.5, SUMO HTRF inh 28 and NS3 helicase inh 5.
`CSc1nnc(-c2ccccc2)n1C` gave GalR3 antagonist -1, VIM-2 inhibitor -0.8, CRFBP-R2 block 10, IDE cell activ 4, p-CIP stab down 9, IDE inh 0, IMP-1 inh 2.3, SUMO HTRF inh 9 and NS3 helicase inh 6.
Screening O=C(CNCc1ccc(F)cc1)Nc1ccc(C(=O)N2CCCCC2)cc1 returned GalR3 antagonist -7, VIM-2 inhibitor -0.1, CRFBP-R2 block 15, IDE cell activ 3, p-CIP stab down -22, IDE inh 8, IMP-1 inh -1.2, SUMO HTRF inh 6 and NS3 helicase inh -3.
